PTHR1 ag: activates the human parathyroid hormone receptor PTHR1; 410,000 tested, 0.075% active; Potency, µM (titrated, usually from 115 µM), for inactives: top-dose activation, hits mostly activators; HEK293 GP2 PTHR1 cells, GloSensor cAMP luminescence, 1 h; AID 743266; Q03431; also: potency is read from the fitted curve at half-maximal effect; nearly all actives have a fitted effect of over 55% in size; some results filed as inactive show a strong effect at the top dose; inactives centre near -15; many of its hits are not listed in these tables
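HEK-293-derived GP2 cells expressing PTHR1 and a GloSensor cAMP reporter, 3,000/well, plated overnight, given luciferin plus IBMX (each 0.5 mM as added) for 1 h at 37 °C, then compound for 1 h at 37 °C. Luminescence was read after 15 min at room temperature.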
D3 antag: D3 dopamine receptor (human) antagonism | P35462 | D3R cells, DiscoveRx beta-arrestin luminescence, antagonist mode; hits give low values | max response, negative = inhibition, % | 360,000 tested, 2.5% active | AID 652054; in the data active = max response below about -50%; inconclusive = no clear call, values can overlap the other calls; also: % is scaled to controls: 0 for no effect and ±100 for the full control effect; mostly tested at two doses, the higher about 12 µM
Target sequence (P35462 whole entry, looked up): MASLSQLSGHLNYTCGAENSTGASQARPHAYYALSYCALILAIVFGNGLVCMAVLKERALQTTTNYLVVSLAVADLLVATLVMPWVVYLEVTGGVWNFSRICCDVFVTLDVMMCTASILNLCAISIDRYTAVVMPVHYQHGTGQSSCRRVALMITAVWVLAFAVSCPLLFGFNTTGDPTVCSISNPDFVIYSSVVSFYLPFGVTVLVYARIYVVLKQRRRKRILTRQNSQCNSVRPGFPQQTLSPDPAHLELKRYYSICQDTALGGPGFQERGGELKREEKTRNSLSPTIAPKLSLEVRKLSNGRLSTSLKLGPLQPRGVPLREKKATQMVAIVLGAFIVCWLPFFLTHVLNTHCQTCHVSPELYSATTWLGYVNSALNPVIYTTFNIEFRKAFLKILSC
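Cells plated overnight at 1500 cells/well, then exposed to library compounds with dopamine controls for 90 minutes at 37 degrees C. DiscoveRx reagent added for 30–60 minutes at room temperature; luminescence read, quantitative HTS format.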
GLP-1R agonist: agonists of human GLP-1 receptor; HEK293 GLP-1R CRE-luciferase, luminescence, 4-6 h; cells express a hypersensitive GLP-1R form; Potency, µM (series often up to 45.6 µM), for inactives: at the top dose activation, hits mostly activators; 380,000 tested, 0.007% active; also: potency is read from the fitted curve at half-maximal effect; % of control where 0% means no effect
Target sequence (P43220 whole entry, looked up): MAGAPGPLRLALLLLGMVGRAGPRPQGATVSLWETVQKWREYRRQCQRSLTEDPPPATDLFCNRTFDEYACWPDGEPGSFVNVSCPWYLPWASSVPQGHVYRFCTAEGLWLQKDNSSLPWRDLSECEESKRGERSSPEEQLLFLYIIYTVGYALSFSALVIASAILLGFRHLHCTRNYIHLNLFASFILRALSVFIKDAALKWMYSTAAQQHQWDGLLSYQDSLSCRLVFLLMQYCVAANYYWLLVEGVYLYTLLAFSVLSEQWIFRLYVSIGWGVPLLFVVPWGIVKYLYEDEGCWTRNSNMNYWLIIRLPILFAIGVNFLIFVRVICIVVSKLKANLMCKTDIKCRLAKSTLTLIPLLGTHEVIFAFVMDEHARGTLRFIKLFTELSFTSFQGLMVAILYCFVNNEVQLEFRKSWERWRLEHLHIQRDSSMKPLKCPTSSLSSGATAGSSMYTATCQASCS
GLP1R inv ag: inverse agonists of human GLP-1 receptor; 410,000 tested, 1.6% active; HEK293 GLP-1R CRE-luciferase, luminescence, 24 h; GLP-1R form is constitutively active; P43220; AID 624417; Potency, µM (highest dose often 38.3 µM), for inactives: top-dose activity change, negative = inhibition, actives largely listed as inhibitors; also: potency is read from the fitted curve at half-maximal effect; % is scaled to controls: 0 for no effect and ±100 for the full control effect; nearly all actives have a fitted effect of over 55% in size
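Cells are plated, allowed 12 hours at 37 deg C, then treated with compounds for 24 hr before luciferase detection reagent is added and luminescence is read after 12 min at room temperature. The HEK293 line carries constitutively active GLP-1R with a cAMP-responsive reporter.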
aSyn rescue: rescues yeast growth from alpha-synuclein toxicity | Yeast expressing alpha-synuclein, growth rescue, BacTiter-Glo, 24 h | Potency, µM (doses to about 46.1 µM), without a hit: top-dose growth rescue (activation), actives largely listed as activators | 370,000 tested, 0.14% active | AID 652106; also: potency is read from the fitted curve at half-maximal effect; % of control where 0% means no effect; nearly all actives have a fitted effect of over 65% in size
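Galactose-induced alpha-syn yeast (OD600=0.02, raffinose-pregrown) + pinned cpd, 24 hr, 30 deg C; growth by BacTiter-Glo luminescence. Growth restoration scores as activation.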
TDP-43 yeast inh: rescues yeast growth from TDP-43 toxicity | TDP-43 expressing yeast growth rescue, BacTiter-Glo, 24 h | 410,000 tested, 1.8% active | AID 652104 | Potency, µM (highest dose often 46.1 µM), inactives show at the top dose growth rescue (activation), usual class: activators; also: potency is read from the fitted curve at half-maximal effect; % of control where 0% means no effect; nearly all actives have a fitted effect of over 50% in size
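Yeast expressing TDP-43 (pregrown in raffinose, seeded at OD600=0.02 in galactose medium) exposed to compounds 24 hr at 30 deg C. Growth read by BacTiter-Glo luminescence; rescue of toxicity appears as increased signal.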
Abeta yeast res: compounds reversing amyloid beta toxicity in yeast. yeast expressing A-beta42, growth rescue, OD600, 48 h; response scale: 0% DMSO, 100% iron-clioquinol control. Potency, µM (series often up to 46.1 µM), for inactives: at the top dose growth rescue, usual class: activators. 410,000 tested, 0.063% active; also: potency is read from the fitted curve at half-maximal effect; nearly all actives have a fitted effect of over 55% in size
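Yeast growth medium received pinned compounds, then yeast cells expressing toxic A-beta were added; plates incubated at 30 C for 48 hr. Growth read as absorbance at 600 nm, normalized to DMSO and equimolar FeCl3 plus clioquinol controls.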
Akt phos inh: Akt phosphorylation inhibition; AID 651550; Neuro2A IGF-stimulated pAkt S473 HTRF, 20 min; hits give low values; activity change, % for hits at 50 µM; 360,000 tested, 0.32% active; in the data active = activity change below about -80%; inconclusive = mostly about -51% to -80%; also: % is scaled to controls: 0 for no effect and ±100 for the full control effect
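Neuro2A cells in DMEM with 0.5% FBS, overnight at 37 deg C, given compound at single 50 µM final, then IGF (6 nM final) for 20 min at 37 deg C. Lysed; phospho-Akt Ser473 by HTRF after 24 h, 665/615 ratio.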
FUS yeast rescue: suppressors of FUS proteinopathy in yeast; S. cerevisiae FUS-expressing, growth rescue, OD600, 24 h; Potency, µM (series often up to 76.6 µM), without a hit: at the highest dose growth rescue (activation), usual class: activators; 390,000 tested, 0.24% active;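 also: potency is read from the fitted curve at half-maximal effect; plate controls were DMSO vehicle for no effect and reference control for full effect; nearly all actives have a fitted effect of over 55% in size; some results filed as inactive show a strong effect at the top dose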
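Read-out: OD at 600 nm after 24hr at 30C, reporting rescue of FUS-induced yeast toxicity. Cells at OD 0.005 in galactose (2%) minimal medium; compounds tested in a dilution series; CP55940 titration from 92uM final as control.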
* marks the source's active call; other numbers are inactive results; i = inactive; ? = inconclusive; / = not tested or not shown; & = joins results of further samples; [ ] = remark or other dose. Unless noted, calls follow the shape of the dose curve; as a rule, active = well fitted curve in the direction sought with a large enough effect; inconclusive = small, poorly fitted or top-dose-only effect, or another doubt; inactive = no such curve, though single readings can be large; an effect the other way counts as inactive or inconclusive. This is a subset (hit frequency here may not be typical).

Sequence of screens – PTHR1 ag, D3 antag, GLP-1R agonist, GLP1R inv ag, aSyn rescue, TDP-43 yeast inh, Abeta yeast res, Akt phos inh, FUS yeast rescue
> Cc1cc(C)c2c(n1)SCCN2C(=O)Nc1ccc(C(=O)Nc2cc(Cl)ccc2C)cc1
  -19%, /, /, 5%, /, 3%, -16%, /, 25%
> COc1ccc(Cn2nnnc2CN(CCCN2CCOCC2)Cc2cc3cc(OC)ccc3[nH]c2=O)cc1
  i, 3, 9%, 3%, 4%, 0%[9.22 µM], 2%, i, 2%
> CC1CCN(CCNC(=O)c2ccc(NC(=O)C3CCCO3)cc2)CC1 (stereo unspecified)
  -24%, 0, -8%, -1%, -9%, 3%, -2%, i, 19%
> CC(=O)Nc1ccc(NS(C)(=O)=O)cc1
  ?, -20, 8%, 16%, -2%, -13%, 2%, i, 18%
> O=C(COC(=O)C1CC2CCCC(C1)C2=O)NC1CCCCC1 (stereo unspecified)
  i, 3, 4%, 4%, 1%, -4%, -11%, i, -15%
> COc1ccc(CNC(=O)Cn2nc(C(F)(F)F)c(Br)c2C)cc1
  3%, 27, -4%, 5%, 0%, ?, 11%, i, -21%
> CCOc1ccccc1NC(=O)c1nnn(-c2ccc3c(c2)OCCO3)c1N
  -38%[inhibitor], 27, 7%, 2.5µM*, 1%, -1%, -15%, i, 49%
> CCN(Cc1nc(-c2ccccc2)no1)C(=O)COc1cccc(OC)c1
  -15%, -4, 14%, 1.8µM*, 10%, -3%, -10%, i, 36%
> CCOc1ccc(CCNC(=O)CCc2nnc3ccc(N4CCCCC4)nn23)cc1OCC
  i, -4, -7%, 12%, -3%, 0%, -4%, i, 25%
> COc1ccc(CSc2nnc(CNS(C)(=O)=O)o2)cc1
  -9%, 6, -5%, 0%, 2%, -3%, -13%, i, 2%
> Cn1c(=O)c2c(n3c4ccccc4nc13)NC(=O)CC2c1ccccc1F (stereo unspecified)
  -6%, /, /, 2%, /, -6%, -9%, /, -15%
> Cc1cc(-c2nn(C)c(=O)c3ccccc23)ccc1CNC(=O)NC1CCCCC1
  -22%, 7, 7%, 5%, 2%, -10%[9.22 µM], -14%, i, 4%
> Cc1ccc(NC(=O)C(c2ccccc2)c2ccccc2)nc1
  i, -7, 2%, ?, 0%, -5%, 3%, i, -1%
> CC(CC(=O)Nc1cccc(Cl)c1)c1ccccc1 (stereo unspecified)
  -19%, 24, -3%, ?, 1%, ?, -55%[inhibitor], i, -3%
> CCc1ccc2c(COC(=O)C3CC(=O)N(CCc4ccccc4)C3)cc(=O)oc2c1 (stereo unspecified)
  i, 7, 4%, 21%, 0%, 3%, 8%, i, 12%
> CS(=O)(=O)N(CC(N)=O)c1ccc2c(c1)OCO2
  10%[57.5 µM], -3, -15%, 0%, 2%, -3%, 13%, i, 3%
> NNc1nc(-c2ccccc2)c2ccccc2n1
  i, -22, 10%, 9%, -6%, 8%, -9%, i, 19%
> Cc1noc(C)c1C(=O)N1CCCC(C(=O)c2cccc(OC(C)C)c2)C1 (stereo unspecified)
  -10%, ?, 7%, -1%, 1%, /, 9%, i, 12%
> COc1nccnc1NS(=O)(=O)c1ccc(NC(=O)c2cccc(C)c2)cc1
  i, 4, 3%, 6%, 0%, 18%, 7%, i, 18%
> CCOC(=O)CSc1nnc(C)c(C)n1
  i, 30, 1%, 17%, 4%, 21%, 4%, i, -35%
> Cc1cccc(-c2cc3nc(-c4ccccc4)cc(N4CCC5(CC4)OCCO5)n3n2)c1
  i, -16, 0%, 10µM*, 3%, 35µM*, 10%[9.22 µM], i, 21%
> COc1ccc(-c2nc3c(C)cc(Br)cn3c2Cc2cccc(F)c2)cc1OC
  -4%, 22, 12%, ?, 7%, 16µM*, 2%, i, ?
> COc1cc2ccccc2cc1C(=O)NC1CCCC1
  -17%, 11, 18%, ?, 1%, 13µM*, -23%, i, 6%
> Cc1ccc(CNC(=O)C2CCC(=O)N2C(C)C)cc1 (stereo unspecified)
  i, 17, 3%, 0%, 2%, -3%, 8%, i, -6%
> CN1OC[C@@H]2CN(C(=O)Nc3ccccc3)[C@H](c3ccc(N4CCCCC4)cc3)C[C@@H]21
  -13%, 7, 9%, 10%, 0%, 3%, -11%, i, -31%
> N#Cc1c(NC(=O)Cn2c(=O)oc3ccccc32)oc(-c2ccccc2)c1-c1ccccc1
  i, 78, -5%, ?, 0%, -3%, 6%, i, -25%
> CC(Sc1ccc(S(=O)(=O)N2CCOCC2)cc1[N+](=O)[O-])C(=O)O (stereo unspecified)
  i, -3, 7%, 9%, -6%, -10%, -4%, i, 10%
> Cc1c(C(=O)N(CC(C)C)c2c(N)n(Cc3ccccc3)c(=O)[nH]c2=O)sc2nc3n(c(=O)c12)CCC3
  -23%, -11, -7%, 5%, -5%, 7%, 20%, i, 21%
> COCCN1C(=O)c2oc3ccc(C)cc3c(=O)c2C1c1ccc(C(=O)OC)cc1 (stereo unspecified)
  i, /, /, -3%, /, 9%, -12%, /, -11%
> CCOCCCNC(=O)C(c1ccc(C)cc1)N(Cc1ccc2c(c1)OCO2)C(=O)c1cnccn1 (stereo unspecified)
  i, 1, -5%, 11%, -3%, -17%, 0%, i, 29%
> O=C(Nc1ccccc1N1CCCCC1)c1cc(S(=O)(=O)N2CCOCC2)ccc1F
  i, ?, 4%, ?, -11%, 6%, -16%, i, 35%
> Cc1cc(C)c(S(=O)(=O)c2cccc(Cl)c2)c(Cl)n1
  -14%, -12, 4%, 33%[7.66 µM], 10%, 2%[9.22 µM], 11%, i, 13%
> CC(=O)c1ccc(NS(=O)(=O)c2cccc(C)c2)cc1
  -5%[57.5 µM], -8, 2%, 96%[activator], 2%, -5%, -11%, i, 17%
> C[C@@H]1CCC[C@@]2(O[C@H](CCO)C[C@H](O)[C@H]2O)O1
  -19%, -13, -2%, 15%, -7%, -9%, 7%, i, -24%
> CC(=O)Nc1sc2c(c1C(c1cccc(Cl)c1)N1CCN(CCO)CC1)CCCC2 (stereo unspecified)
  0%, ?, -3%, ?, 8%, 9%, -11%, i, 16%
> CC(C)CNC(=S)NNC(=O)c1ccccc1OC(F)F
  -1%[57.5 µM], ?, -3%, -7%, 2%, -9%, 13%, /, 0%
> Fc1ccc(Nc2ccnc(Nc3ccc(F)cc3)n2)cc1
  -15%, ?, 21%, ?, -14%, -24%, -37%[inhibitor], i, 36%
> COc1ccc2c(c1)c1nnc(SCC(=O)N3CCCCC3C)nc1n2C (stereo unspecified)
  i, 13, -3%, 10%, -1%, 9%, 2%, i, -9%
> CCOc1cc(N2CCOCC2)c(OCC)cc1NC(=O)COc1ncnc2ccc(Br)cc12
  i, 41, -9%, -7%, -4%, 23%, 21%, i, -17%
> COc1ccc(OC)c(/C=C/C(=O)OCC(=O)Nc2cccc(Oc3ccccc3)c2)c1
  -59%, -7, 0%, ?, 1%, 17%, -8%, i, /
> NC(=O)c1ccsc1NC(=O)COC(=O)CNC(=O)c1ccc(F)cc1
  i, -8, -1%, 0%, -4%, 7%, -3%, i, -2%
> O=C(N/N=C/c1ccc(O)c(O)c1)C1c2ccccc2Oc2ccccc21
  -21%[57.5 µM], -9, -6%, -10%, -13%, ?, -3%, i, 11%
> O=C(Nc1cccc(-c2cn3ccsc3n2)c1)c1ccccc1
  -13%, 17, 7%, 0%, -16%, 8%, -6%[9.22 µM], i, -22%
> Cc1cc(C)cc(NS(=O)(=O)c2ccc(NC(=S)Nc3ccccc3)cc2)c1
  i, ?, -3%, -19%, -2%, -16%, -9%, i, /
> C[C@H](CO)N1C[C@H](C)[C@@H](CN(C)Cc2ccncc2)Oc2c(NC(=O)C3CC3)cccc2C1=O
  i, 48, 11%, 4%, -2%, 5%, 8%, i, -18%
> CCOc1cc(C2C3=C(CC(C)(C)CC3=O)OC3=C2C(=O)CC(C)(C)C3)cc([N+](=O)[O-])c1O
  15%, -4, 6%, 6%, -3%, 3%, -6%, i, -2%
> O=C1COc2ccc(-c3csc(NCCc4ccccc4)n3)cc2N1
  -29%, -3, -1%, ?, -1%, ?, ?, i, ?
> O=C(COc1ccccc1Br)NCc1ccco1
  i, ?, 22%, 0%, 1%, -10%, 2%, i, 18%
> N#Cc1ccc(CNc2cnccn2)cc1
  i, -20, -1%, 5%, -2%, 5%, 13%, i, 14%
> CC1CCCCN1Cc1c(O)ccc2c(=O)c(-c3ccc(Cl)cc3)coc12 (stereo unspecified)
  -7%, 61, 18%, 15%&6%, 3%, 1%&0%, 9%&6%, i, 23%&-2%
> O=C(/C=C/c1ccc(Br)cc1)NCc1cccs1
  -22%, -2, 0%, 10%, 7%, 11%, ?, i, /
> O=C(NCCc1ccccc1)c1c[nH]c2ccccc2c1=O
  -2%, -15, -4%, -5%, -3%, 8%, 3%, i, -22%
> COc1ccc(OCCCC(=O)Nc2nncs2)cc1
  -4%, 7, 10%, 0%, 1%, 12%, 23%, i, 15%
> O=C(O)C1CC=CCC1C(=O)NCc1cn2ccccc2n1 (stereo unspecified)
  i, -8, 1%, -6%, 11%, -1%, -6%, i, -12%
> O=C1c2ccccc2-c2c1nc1c([n+]2[O-])CCCC1
  i, -6, -7%, 0%, 3%, 0%, 3%, i, 1%
> Cc1ccc(S(=O)(=O)NCCc2cc3ccc(C)c(C)c3[nH]c2=O)cc1
  -13%, 2, 23%, -10%, 3%, -10%, 0%, i, 26%
> Cc1ccc(-n2nc3c4c(cccc4c2=O)-c2ccccc2-3)cc1
  ?, -21, 6%, 0%, -5%, -9%, 0%, i, 14%
> O=C(CN1C(=O)C2(OCCO2)c2cc(Br)ccc21)NO
  i, 24, 12%, -23%, 4%, 11%, -2%, i, 3%

Assay outcomes deposited in PubChem BioAssay by National Center for Advancing Translational Sciences (NCATS).
